# Compound activity: PubChem, National Center for Advancing Translational Sciences (NCATS)
# KAT2A inh: GCN5L2 (KAT2A) acetyltransferase inhibition | Q92830 | GCN5L2 HAT assay, ThioGlo1 CoA-SH fluorescence | Potency, µM (series often up to 58.9 µM), without a hit: at the top dose activity change, negative = inhibition, most hits filed as inhibitors | 390,000 compounds, 0.21% hits | AID 504327
# Target sequence (Q92830 whole entry, looked up): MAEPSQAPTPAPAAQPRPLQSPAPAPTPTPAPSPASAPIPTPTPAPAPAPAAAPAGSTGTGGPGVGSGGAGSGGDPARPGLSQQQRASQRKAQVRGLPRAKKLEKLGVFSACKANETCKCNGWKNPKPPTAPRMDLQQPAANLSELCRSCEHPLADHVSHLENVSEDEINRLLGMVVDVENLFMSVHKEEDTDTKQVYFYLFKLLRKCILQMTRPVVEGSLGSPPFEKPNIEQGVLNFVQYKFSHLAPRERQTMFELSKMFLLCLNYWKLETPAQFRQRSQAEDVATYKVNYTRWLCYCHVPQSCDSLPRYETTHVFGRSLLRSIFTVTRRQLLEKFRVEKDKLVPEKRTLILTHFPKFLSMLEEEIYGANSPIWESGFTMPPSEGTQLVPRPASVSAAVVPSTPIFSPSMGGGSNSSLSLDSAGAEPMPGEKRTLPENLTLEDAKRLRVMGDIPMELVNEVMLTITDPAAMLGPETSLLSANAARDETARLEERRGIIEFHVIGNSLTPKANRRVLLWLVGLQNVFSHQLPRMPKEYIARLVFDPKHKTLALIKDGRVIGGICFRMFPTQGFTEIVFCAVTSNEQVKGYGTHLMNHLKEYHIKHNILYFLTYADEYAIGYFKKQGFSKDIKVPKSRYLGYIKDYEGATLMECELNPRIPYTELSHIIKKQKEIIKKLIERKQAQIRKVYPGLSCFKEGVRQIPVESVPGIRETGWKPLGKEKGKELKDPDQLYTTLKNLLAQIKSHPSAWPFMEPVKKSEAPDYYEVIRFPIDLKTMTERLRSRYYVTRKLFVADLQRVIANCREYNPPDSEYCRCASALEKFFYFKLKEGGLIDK
#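 qHTS, 1536-well. 20nM enzyme, pH 7.5 HEPES/EDTA/Tween-20 buffer; 15 min compound preinc., RT. Start: 75uM H3(1-25), 70uM AcCoA, 50uM ThioGlo1. Read Ex340/Em540 at t=0 (autofluorescence flag) and t=20 min.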
# DT40 TDP1 CPT: DT40-hTDP1 cell growth loss with CPT; AID 686979; 420,000 compounds, 12% hits; chicken DT40 Tdp1-/-;hTDP1 cells + 20 nM CPT, ATP luminescence, 48 h; Potency, µM (doses to about 46.2 µM), for the others: at the highest dose activity change, negative = growth inhibition, actives largely listed as inhibitors; note: nearly all actives have a fitted effect of over 55% in size
#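 Chicken DT40 Tdp1-/- cells complemented with human TDP1, 400 cells/well, exposed to compounds plus 20 nM camptothecin for at least 48 h at 37 C; viability read as ATP content by CellTiter-Glo luminescence.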
# TDP1 cell noCPT: qHTS for Inhibitors of human tyrosyl-DNA phosphodiesterase 1 (TDP1): qHTS in cells in absence of CPT | Potency, µM (highest dose often 46.2 µM), inactives show top-dose activity change, negative = growth inhibition, actives largely listed as inhibitors | DT40 Tdp1-/- hTDP1 cells, no CPT, ATP luminescence, 48 h | 420,000 compounds, 15% hits; note: nearly all actives have a fitted effect of over 55% in size
#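 Luminescent ATP content (CellTiter-Glo) served as the growth readout. Knockout chicken DT40 cells expressing human TDP1 were exposed to compounds without camptothecin for a minimum 48 hr at 37 °C.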
# Active calls of the source: *; u = inconclusive; x = no result given; [ ] = another dose, or the depositor's remark. Calls come from the whole dose curve; as a rule, active = well fitted curve in the direction sought with a large enough effect; inconclusive = small, poorly fitted or top-dose-only effect, or another doubt; inactive = no such curve, though single readings can be large; an effect the other way counts as inactive or inconclusive. % is set by controls: 0 for no effect and ±100 for the full control effect; potency is the fitted concentration of half-maximal effect. Only part of the results is shown, so the mix of outcomes need not match the whole.
# Under each structure – KAT2A inh	DT40 TDP1 CPT	TDP1 cell noCPT
1. CC(=O)/C(N=Nc1ccc2c(c1)OCO2)=C(\C)O
    -2%	-23%	-17%
2. Cc1c(Cl)cc(-n2cnnn2)cc1[N+](=O)[O-]
    -7%	-29%	-29%
3. CCOC(=O)c1nn(C)c(=S)n(C)c1=O
    x	5%	-5%
4. Fc1ccccc1OCCSc1ncnc2nc[nH]c12
    -4%	-15%	-20%
5. COC(=O)c1ccccc1S(=O)(=O)NNC(=O)C1COc2ccccc2O1 (centres undefined)
    1%	-29%	-14%
6. Cc1ccc(C)c(-n2nnc(-c3nc(-c4ccccc4C)no3)c2C)c1
    2%	16µM*	15µM*
7. Oc1cccc(O)c1O
    -29%	6µM*	u
8. COC(=O)COc1ccc(S(=O)(=O)Nc2ccc3c(c2)OCCO3)cc1Cl
    0%	-23%	-17%
9. Cc1sc2ncn(CC(=O)N(CC(=O)NC3CCCC3)Cc3cccs3)c(=O)c2c1C
    -6%	u	u
10. O=C(Nc1ccn([C@H]2CC[C@@H](CO)O2)c(=O)n1)c1ccccc1
    9%	-1%	-11%
11. O=C(NCCN1CCOCC1)c1cnn(-c2nccc(-c3cccs3)n2)c1C1CC1
    x	2%	-8%
12. CC(=O)N(C)c1ccc(NC(=S)Nc2cccc3ccccc23)cc1
    23%	23µM*	u
13. COc1ccc(-n2cc(CNC3CCN(C)CC3)c(-c3cccc(F)c3)n2)cc1
    -17%	15µM*	15µM*
14. Cc1ccc(C)c(NC(=S)N2CCN(c3cccc(C(F)(F)F)c3)CC2)c1
    -1%	u	-29%
15. Cc1ccc(S(=O)(=O)/N=C(\CSC(N)=O)Nc2ccccc2)cc1
    -1%	3%	-7%

# From compound 3 up to 4, as listed above:
# Under each structure – KAT2A inh	DT40 TDP1 CPT	TDP1 cell noCPT
3. CCOC(=O)c1nn(C)c(=S)n(C)c1=O
    x	5%	-5%
4. Fc1ccccc1OCCSc1ncnc2nc[nH]c12
    -4%	-15%	-20%

# Later entries:
# Under each structure – KAT2A inh	DT40 TDP1 CPT	TDP1 cell noCPT
16. O=C1CCCN1c1ccc(S(=O)(=O)N2CCCCC2)cc1
    -3%	-11%	-19%
17. Cc1c(Cl)ccc2sc(NC(=O)CN3C(=O)c4ccccc4C3=O)nc12
    3%	8%	0%
18. O=C(COC(=O)c1cc(=O)[nH]c2ccc(Br)cc12)c1ccccc1
    9%	1%	-14%
19. COc1ccc(NC(=O)Cn2nnc(C(=O)NCc3ccccc3Cl)c2N)cc1Cl
    -15%	9%	3%
20. O=C(NCCCN1CCCC1=O)c1cccs1
    -8%	-8%	-26%
21. CC(O)[C@H]1CC[C@H]2[C@@H]3CC[C@@H]4C[C@@H](O)CC[C@]4(C)[C@H]3CC[C@]12C (some centres undefined)
    x	-1%	-9%
22. C=CCOC(=O)C1=C(C)NC(C)=C(C(=O)OCC=C)C1c1cn(-c2ccccc2)nc1-c1ccco1
    -4%	-2%	u
23. CCOC(=O)c1cc(C(=O)Nc2ccccc2F)nn1C
    u	u	u
24. CC(C(=O)N1CCCc2ccccc21)N1C(=O)c2ccccc2C1=O (centres undefined)
    0%	-14%	u
25. CCCCCCCC/C=C\CCCCCCCC(=O)OCC(CO)OC(=O)CCCCCCC/C=C\CCCCCCCC (centres undefined)
    -4%	-29%[4.12 µM]	-7%[4.12 µM]
26. O=C1/C(=C/c2ccc(S(=O)(=O)O)cc2S(=O)(=O)O)CCc2ccccc21
    x	3%	-1%
27. O=[N+]([O-])c1ccc(N2CCN(CCO)CC2)cc1Sc1ccccn1
    -11%	4%	4%
28. COC(=O)c1ccc(OC(=O)c2ccc(OC)cc2)c(OC)c1
    -11%	-12%	2%
29. Cc1ccc(NC(=O)CSc2n[nH]c(-c3ccco3)n2)cc1
    6%	0%	-9%
30. COC(=O)c1ccc(C(=O)Nc2nc3cc(N)c(C)cc3s2)cc1
    -2%	11%	-8%
31. CCCOc1ccc(N2C(=O)C3ON(c4ccccc4)C(c4ccc(O)c(OC)c4)C3C2=O)cc1 (centres undefined)
    -4%	4%	10%
32. Cc1sc(NC(=O)/C=C/C(=O)O)c(C(N)=O)c1-c1ccc(C(C)(C)C)cc1
    -10%	23µM*	u
33. Cc1ccc(C)c(N2CCN(C(=O)CN3C(=O)COc4ccc(S(=O)(=O)N5CCCCCC5)cc43)CC2)c1
    1%	16µM*	16µM*
34. COc1ccc(Cl)cc1NC(=O)CN(C)CC(=O)N(CC(C)C)c1c(N)n(CC(C)C)c(=O)[nH]c1=O
    0%	13%	-1%
35. Cc1ccnc(NC(=O)CCC(=O)N(CC(=O)NCc2ccc(F)cc2)c2ccc(F)cc2)c1
    0%	-25%	u
36. O=C(Nc1cc([N+](=O)[O-])ccc1F)c1ccc2ccccc2c1
    u	u	u
37. CC1CCCC(NC(=O)COC(=O)[C@@H](NC(=O)c2ccc(F)cc2)C(C)C)C1C (some centres undefined)
    1%	-13%	u
38. O=C(Cc1ccccc1)Nc1c(Cl)ccc2nsnc12
    -3%	-2%	u
39. CCOC(=O)Cc1csc(NC(NC(=O)OCC)(C(=O)OCC)C(F)(F)F)n1 (centres undefined)
    x	-18%	-24%
40. CC1(C)CC(=O)C=C(NNC(=O)c2ccc(N)cc2)C1
    1%	3%	7%
41. CN(C(=O)C1CCCN1S(=O)(=O)c1ccc(Cl)cc1)c1ccccc1 (centres undefined)
    -2%	-18%	-23%
42. O=C(COC(=O)c1cccc(-n2cnnn2)c1)Nc1c(Cl)cccc1C(F)(F)F
    u	u	-24%
43. COc1cc(NC(=O)C2=CC(c3cccs3)=NS(=O)(=O)N2C)cc(OC)c1OC
    4%	u	u
44. Nc1nn(-c2cccc(F)n2)cc1-c1ccc(Cl)cc1
    -3%	2%	-19%
45. COc1cccc(C2=CC(c3ccccc3F)n3ncc(C(=O)Nc4ccc(F)cc4)c3N2)c1 (centres undefined)
    u	u	18µM*
46. Cc1ccc(N2CC(NC(=O)c3cccc(Cl)c3)CC2=O)cc1C (centres undefined)
    4%	u	u
47. C[C@@H]1CN([C@@H](C)CO)C(=O)CCCn2nncc2CO[C@H]1CN(C)Cc1ccncc1
    x	-13%	-10%
48. CC(C)[C@H](CN1CCC[C@H]1CN1C(N)=NC[C@H]1C(C)C)N1C[C@@H](Cc2ccccc2)N(CCCC2CCCC2)C1=N
    -5%	u	u
49. Cc1ccc(CNc2nc3cc(-c4ccccc4C)sc3c(=O)n2C)c(C)c1
    x	u	u
50. CC(=O)N1CCN(c2nc3cc(C)ccc3cc2CN(C(=O)c2cccc3ccccc23)C2CC2)CC1
    x	13%[9.04 µM]	u
51. Cc1cc(OCC(=O)OCC(=O)c2c(N)n(C)c(=O)n(C)c2=O)ccc1Cl
    -4%	-4%	-42%
52. COc1ccccc1CNC(=O)c1cc2cccc3c2n1CC(C)S3 (centres undefined)
    0%	21µM*	23µM*
53. Cc1ccc(C(=O)CN(C(=O)c2ccc(Cl)cc2)N2C(=O)CCC2=O)cc1
    2%	-2%	-2%
54. O=C1CC(c2nc3ccccc3[nH]2)CN1c1ccccc1 (centres undefined)
    -3%	0%	u
55. COC(=O)c1[nH]c(C)c(/C(O)=C2\C(=O)C(=O)N(CCN(C)C)C2c2ccccc2OC)c1C (centres undefined)
    -1%	-23%	-14%
56. CC(=O)c1nccs1
    -2%	32%[activator]	7%
57. COc1ccc(C(=O)OCC(=O)N2CCCCC2)cc1[N+](=O)[O-]
    -2%	-5%	3%
58. COC(=O)C(C)N1C(=O)S/C(=C/c2cc(C)n(C(C)C)c2C)C1=O (centres undefined)
    -2%	16µM*	u
59. CCCCn1cc(C(C)(C)C)c(C#N)c1NC(C)=O
    -3%	-13%	-6%
60. CC1CCc2c(sc(NC(=O)CSc3nnc(-c4ccccc4)o3)c2C#N)C1 (centres undefined)
    25%	u	u
61. C/C(=N/N=C(/N)SCc1ccccc1)C(C)(C)C
    -1%	-28%	-24%
62. O=S(=O)(c1ccc(NCCOCCO)nc1)N1CCCCC1
    2%	-14%	5%
63. COC(=O)Cn1cnc2c(Cl)nc(F)nc21
    -3%	13µM*	16µM*
64. CCOc1ccccc1C(C(=O)NCCOC)N(CCOC)C(=O)Cn1nnc2ccccc21 (centres undefined)
    4%	-9%	-6%
65. CC1CCN(C(=O)CCNS(=O)(=O)c2ccc3c(c2)oc(=O)n3C)CC1
    -3%	-14%	18%
66. CCN(c1ccccc1)S(=O)(=O)c1ccc(C(=O)N2CCOCC2)cc1
    0%	-13%	-1%
67. CCOc1cc(S(=O)(=O)Nc2ccc(Cl)cn2)ccc1F
    -1%	-7%	-27%
68. O=C(NCCOc1cccnc1)C1CCC(=O)N(Cc2ccccc2F)C1 (centres undefined)
    1%	0%	31%[activator]
69. COC(=O)C1=C(C)OC(N)=C(C#N)C1c1ccc(OC)c(CSc2ccccn2)c1 (centres undefined)
    -29%	-10%	-15%
70. COc1ccc(/C=N/Nc2nc(-c3ccc(C)cc3)c(C#N)c(=O)[nH]2)cc1
    -4%	-1%	-13%
71. Nc1cc(=O)[nH]n1C1CCN(c2ccccc2)CC1
    -6%	-4%	-19%
72. CNC(=O)C(=O)N/N=C/c1ccccn1
    -8%	-1%	-13%
73. Cc1ccc(/C=C/C(=O)NC(C)c2ccccc2)cc1 (centres undefined)
    -2%	-25%	u
74. CCCCCCN1C[C@@H](O)[C@H](n2cc(COC(=O)c3ccccc3)nn2)C[C@@H]1c1ccccc1
    x	u	u
75. COc1ccccc1NC(=O)c1ccc2nc(N3C(=O)CCC3=O)sc2c1
    -21%	-8%	-2%

# The list goes on:
# Under each structure – KAT2A inh	DT40 TDP1 CPT	TDP1 cell noCPT
76. COc1ccc(CCN(C)C(=O)c2cc(S(=O)(=O)NCc3ccccc3)ccc2C)cc1OC
    -6%	u	u
77. COCCCNC(=O)CSC1=Nc2ccccc2C2=NC(CCC(=O)NCc3ccc(OC)cc3)C(=O)N12 (centres undefined)
    -8%	-6%	-12%
78. CCc1ccccc1NC(=O)c1cc([N+](=O)[O-])ccc1N1CCOCC1
    u	-19%	12%
79. Cc1ccc(C(=O)N/N=C/c2ccc(OC(=O)c3ccccc3Cl)cc2)cn1
    -1%	u	u
80. CC(=O)OC(C(=O)NCCc1ccccc1)c1cccnc1 (centres undefined)
    7%	-11%	-11%
81. Cc1nc2ccc(NC(=O)c3ccc(S(=O)(=O)N(C)C)cc3)cc2s1
    -3%	-16%	3%
82. CCOc1ccc(C(=O)NCCCn2ccnc2)cc1
    -3%	3%	-4%
83. COc1ccc(CC(=O)NCCc2sc(-c3cccc(F)c3)nc2C)cc1
    8%	-27%	u
84. NC(=O)C1CCN(C(=O)c2ccc(-c3ccccc3Cl)o2)CC1
    0%	4%	-8%
85. Cc1ccc(C(=O)Nc2ccc(NC(=O)c3cccs3)cc2)cc1C
    -2%	5%	-3%
86. CC(=O)Oc1cccc(N2C(=O)CC(Nc3ccc(N4CCOCC4)cc3)C2=O)c1 (centres undefined)
    -13%	0%	3%
87. CCc1csc(CCNC(=O)C2CCC(=O)N(Cc3cccc(C(F)(F)F)c3)C2)n1 (centres undefined)
    0%	0%	-18%
88. O=C(Cn1nc(-c2ccccc2Cl)ccc1=O)Nc1ccccc1-c1ccccc1
    -5%	u	18µM*
89. Cc1ccccc1CCNC(=O)c1ccc(Cn2c(=O)c3cccn3c3cccnc32)cc1
    -11%	u	18µM*
90. COc1cc(CN2CCC(C(=O)N3CCN(c4ccccc4F)CC3)CC2)cc(OC)c1OC
    -4%	u	u
91. O=C(NC1CC2CCCC(C1)N2C(=O)Nc1ccccc1)c1ccncc1 (centres undefined)
    2%	-8%	-19%
92. COc1cc(-c2nn3c(COc4ccccc4)nnc3s2)cc(OC)c1OC
    -10%	-13%	-26%
93. Cc1ccc(Cl)cc1NC(=O)Cn1c(SCC(=O)NCc2ccccc2)nc2ccccc21
    9%	u	u
94. O=[N+]([O-])c1ccccc1S(=O)(=O)Nc1cccc(S(=O)(=O)N2CCCC2)c1
    3%	-5%	-3%
95. CCn1ccc(C(=O)Nc2sc3c(c2C(=O)OC)CCC3)n1
    -9%	u	-26%
96. CCOc1ccccc1Nc1ccc(C(=O)O)cc1N
    -14%	0%	-5%
97. Cc1ccc(C)c(OCC(=O)O/N=C(\N)c2ccccn2)c1
    -8%	3%	-13%

# Reformatted screen by screen: entries from further up.
92) COc1cc(-c2nn3c(COc4ccccc4)nnc3s2)cc(OC)c1OC
93) Cc1ccc(Cl)cc1NC(=O)Cn1c(SCC(=O)NCc2ccccc2)nc2ccccc21
94) O=[N+]([O-])c1ccccc1S(=O)(=O)Nc1cccc(S(=O)(=O)N2CCCC2)c1
95) CCn1ccc(C(=O)Nc2sc3c(c2C(=O)OC)CCC3)n1
96) CCOc1ccccc1Nc1ccc(C(=O)O)cc1N

assay / compound,92,93,94,95,96
KAT2A inh,-10%,9%,3%,-9%,-14%
DT40 TDP1 CPT,-13%,u,-5%,u,0%
TDP1 cell noCPT,-26%,u,-3%,-26%,-5%
